Screening data (PubChem)
GPR151 activ = activates the human receptor GPR151 | PathHunter beta-arrestin GPR151 cells, luminescence | activation, % at 11.2 µM | 650,000 compounds, 1% hits | Q8TDV0; in the data active means activation above about 4.9%;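 further: 0% = median of compound wells and 100% = cells with positive control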
Target sequence (Q8TDV0 whole entry, looked up): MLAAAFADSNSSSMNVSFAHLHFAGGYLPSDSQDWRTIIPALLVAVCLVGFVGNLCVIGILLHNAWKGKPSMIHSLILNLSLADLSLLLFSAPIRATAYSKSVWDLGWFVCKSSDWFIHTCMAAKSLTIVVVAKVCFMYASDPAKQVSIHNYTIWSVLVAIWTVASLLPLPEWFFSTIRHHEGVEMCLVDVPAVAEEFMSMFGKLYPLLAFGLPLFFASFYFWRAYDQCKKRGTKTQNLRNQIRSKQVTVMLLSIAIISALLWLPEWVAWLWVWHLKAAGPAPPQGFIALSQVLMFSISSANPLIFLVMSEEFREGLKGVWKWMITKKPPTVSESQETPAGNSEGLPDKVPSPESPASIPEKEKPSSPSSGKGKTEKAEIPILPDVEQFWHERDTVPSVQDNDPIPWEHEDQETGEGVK
TEAD-YAP block = TEAD-YAP interaction inhibition | AID 1259422 | inhibition, % at 9.12 µM | HEK-TIYL cells, TEAD-Gal4/YAP UAS-luciferase luminescence | 640,000 compounds, 1.4% hits; in the data active means inhibition above about 32%;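 further: 0% = median of test compound wells and 100% = reference inhibitor wells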
FBW7 act = human FBW7 E3 ligase activation, primary screen; AlphaScreen FBW7–phospho-cyclin E peptide binding, activator screen; normalized activity (activation), % at 26.1 µM; Q969H0; 650,000 compounds, 0.13% hits; in the data active means normalized activity above about 1.9%;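 further: purified mutant Fbw7 with reduced substrate affinity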
MITF inh = blocks human microphthalmia-associated transcription factor; AlphaScreen MITF homodimerization, bead proximity signal; inhibition, % at 2.6 µM; 650,000 compounds, 0.91% hits; AID 1259374; in the data active means inhibition above about 50%;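 further: 0% = vehicle wells with protein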
Target sequence (O75030 whole entry, looked up): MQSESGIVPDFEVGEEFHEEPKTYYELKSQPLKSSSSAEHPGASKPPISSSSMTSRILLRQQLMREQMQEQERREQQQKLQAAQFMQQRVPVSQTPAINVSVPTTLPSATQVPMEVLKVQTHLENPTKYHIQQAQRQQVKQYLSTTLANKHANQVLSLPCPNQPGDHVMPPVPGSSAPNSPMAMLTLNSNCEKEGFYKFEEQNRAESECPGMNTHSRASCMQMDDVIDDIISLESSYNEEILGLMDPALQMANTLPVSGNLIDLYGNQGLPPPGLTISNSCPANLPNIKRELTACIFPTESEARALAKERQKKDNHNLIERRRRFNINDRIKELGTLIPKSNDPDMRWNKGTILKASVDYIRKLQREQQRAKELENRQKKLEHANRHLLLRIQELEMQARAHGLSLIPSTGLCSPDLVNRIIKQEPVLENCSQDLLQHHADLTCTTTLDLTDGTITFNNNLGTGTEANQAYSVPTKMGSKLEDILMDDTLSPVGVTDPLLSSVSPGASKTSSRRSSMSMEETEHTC
* marks the source's active call; other numbers are inactive results; . = no result given.

1	CCOC(=O)c1sc2nc(SCc3ccccc3F)n(Cc3ccc4c(c3)OCO4)c(=O)c2c1C
2	CCNC(=O)N1CCN(c2ccc3cccc(-c4ccncc4)c3n2)CC1
3	Oc1ccc(-c2[nH]ncc2Oc2ccccc2)c(O)c1O
4	Cn1c(Nc2cc(C(=O)NCCc3ccc(O)cc3)ccn2)nc2ccccc21
5	CC1=C(C(=O)Nc2ccc(Cl)cc2)C(c2ccco2)C(C#N)=C(SCc2ccccc2)N1 (stereo unspecified)
6	COC(=O)c1ccccc1NC(=O)c1cc(C)no1
assay / compound	1	2	3	4	5	6
FBW7 act	-0.1	0.3	-0.2	-0.3	-0.1	1.1
TEAD-YAP block	-3.1	20.9	0.0	12.4	-14.7	6.7
GPR151 activ	2.4	-1.9	-0.1	0.4	3.6	-1.3
MITF inh	0.3	18.3	18.1	20.6	6.8	14.9

Overlap with the part before: 4 compounds, followed by the next part.
3	Oc1ccc(-c2[nH]ncc2Oc2ccccc2)c(O)c1O
4	Cn1c(Nc2cc(C(=O)NCCc3ccc(O)cc3)ccn2)nc2ccccc21
5	CC1=C(C(=O)Nc2ccc(Cl)cc2)C(c2ccco2)C(C#N)=C(SCc2ccccc2)N1 (stereo unspecified)
6	COC(=O)c1ccccc1NC(=O)c1cc(C)no1
7	COc1ccc(/C(N)=N/OC(=O)COc2ccc(Cl)cc2Cl)cc1
8	CCCN1C(=O)CN(C2CCCCCC2)C(=O)C1c1ccc(OC(C)C)c(OC)c1 (stereo unspecified)
9	CCC(C)[C@@H](C(=O)Nc1ccc2c(c1)OCCO2)N1Cc2ccccc2C1=O (stereo partly specified)
10	Cc1ccc(C2CC(c3cccs3)=NN2C(=O)CSc2cn(C)c3ccccc23)cc1 (stereo unspecified)
11	Nc1ncnc2n[nH]c(Nc3ccc(F)cc3)c12
12	CCOC(=O)/C(C#N)=C/Nc1cccc([N+](=O)[O-])c1
assay / compound	3	4	5	6	7	8	9	10	11	12
FBW7 act	-0.2	-0.3	-0.1	1.1	0.0	0.2	0.6	-0.1	.	-0.2
TEAD-YAP block	0.0	12.4	-14.7	6.7	6.8	-1.4	-4.2	0.3	.	10.6
GPR151 activ	-0.1	0.4	3.6	-1.3	1.0	0.4	-0.5	-0.2	-1.0	0.2
MITF inh	18.1	20.6	6.8	14.9	3.6	7.8	22.8	11.9	-1.4	8.9

13	Cc1cc(C)cc(NC(=O)CC23CC4CC(C2)CC(n2nnc(C)n2)(C4)C3)c1
14	CCOC(=O)CC1C(=O)NCCN1CC(c1ccccc1)c1ccccc1 (stereo unspecified)
15	CC(C)(C)NS(=O)(=O)c1ccc(Cl)c([N+](=O)[O-])c1
16	O=C(CSc1ccc2ccccc2n1)Nc1ccc(F)cc1
17	CCOC(=O)C1=C(C)N=c2s/c(=C/c3ccc(N(CC)CC)o3)c(=O)n2C1c1cc(OC)c(OC)cc1Br (stereo unspecified)
18	COc1ccc2nc(NC(=O)c3cc4ccccc4cc3OC)sc2c1
assay / compound	13	14	15	16	17	18
FBW7 act	0.2	-0.1	0.1	-0.2	0.3	-0.1
TEAD-YAP block	8.4	0.8	7.3	-2.6	-3.4	2.7
GPR151 activ	0.9	-1.2	-0.6	1.7	-1.7	-0.1
MITF inh	2.7	3.7	20.8	-4.5	12.7	-3.5

19	Cc1ccc(-n2nc3ccc(NC(=S)NC(=O)c4ccc(Cl)cc4)cc3n2)cc1
20	Cc1ccccc1OC(C)C(=O)Nn1cnnc1 (stereo unspecified)
21	COc1ccc(Nc2nc(-c3ccc(C)cc3)nc3ccccc23)c(OC)c1
22	CCOC(=O)N/N=C/C1=CCC2CC1C2(C)C (stereo unspecified)
23	CC(=O)NNC(=S)NC(=O)c1ccc(C)cc1
24	CCOC(=O)CSC1=NC(=O)/C(=C\c2cccc([N+](=O)[O-])c2)S1
assay / compound	19	20	21	22	23	24
FBW7 act	1.4	0.0	0.3	-0.1	-0.6	-0.1
TEAD-YAP block	-22.8	-3.1	-1.4	7.1	-9.8	-39.6
GPR151 activ	0.0	-0.2	-1.5	0.0	0.4	-2.2
MITF inh	16.4	8.7	-12.3	6.9	8.9	-10.4

25	O=[N+]([O-])c1cccc(S(=O)(=O)NCCSCc2ccco2)c1
26	O=C(c1ccc([N+](=O)[O-])cc1)N(Cc1ccccc1)c1ccccn1
27	O=C(O)c1cnn(-c2ccnc(Nc3ccc(N4CCOCC4)cc3)c2)c1
28	CCOC(=O)C1=C(C)NC2=C(C(=O)CC(C)(C)C2)C1c1cc(OC)ccc1OC (stereo unspecified)
29	CCCOC1CCCN(Cc2nc(-c3ccc(OC)cc3)no2)C1 (stereo unspecified)
30	CCOc1cc(C(=O)CCC(=O)OCC(N)=O)ccc1O
assay / compound	25	26	27	28	29	30
FBW7 act	-0.1	0.0	0.4	-0.1	-0.1	-0.2
TEAD-YAP block	-0.6	-1.3	-0.2	9.0	-5.0	-3.3
GPR151 activ	0.1	-0.9	1.0	-0.6	1.1	1.5
MITF inh	-2.2	-6.1	18.0	6.1	-4.4	-3.5

31	CCOC(=O)c1c(CC(C)C)csc1NC(=O)c1ccc2cc(OC)ccc2c1
32	CCCCC(=O)N1c2ccccc2NC2=C(C(=O)CC(C)(C)C2)C1c1ccc(OCC)cc1 (stereo unspecified)
33	CC(=O)Nc1ccc(N/C(N)=N/c2nc(C)cc(C)n2)cc1
34	Cc1ccc(CS(=O)(=O)c2ccc(C(=O)N3CCCCCC3)cc2[N+](=O)[O-])cc1
35	Cc1nc2ccc(-c3ccnc(Nc4cccc(C(=O)N5CCCC5)c4)n3)cc2c(=O)n1C
36	O=C(CSCc1ccc(Br)cc1)NCc1ccncc1
assay / compound	31	32	33	34	35	36
FBW7 act	0.3	0.1	0.1	0.2	0.0	-0.1
TEAD-YAP block	12.1	6.9	4.5	3.5	-1.8	0.7
GPR151 activ	-0.8	-0.6	-0.3	1.3	1.1	1.7
MITF inh	1.1	11.6	-4.0	-1.0	-11.4	1.3

37	CCOC(=O)c1c(C)nc(C)c(C(=O)OCC)c1-c1cccc(NC(=O)CCc2ccc(OC)cc2)c1
38	c1ccc(CN2CCC3(CC2)Nc2ccccc2CO3)cc1
39	Cc1c(Br)c([N+](=O)[O-])nn1CC(=O)Nc1cc(Cl)ccc1O
40	CCC1Sc2cc(S(=O)(=O)CCC(=O)Nc3cccc(C)c3C)ccc2NC1=O (stereo unspecified)
41	CCCn1c(-c2ccc(Cl)cc2)cn2c3c(=O)n(C)c(=O)n(C)c3nc12
42	CC1=CC(C)(C)N=C(Nc2ccc(C)cc2)S1
assay / compound	37	38	39	40	41	42
FBW7 act	-0.3	-0.1	-0.3	0.0	0.3	-0.1
TEAD-YAP block	6.0	-4.6	5.3	12.6	1.3	-90.4
GPR151 activ	2.1	-0.4	0.2	0.1	1.2	0.8
MITF inh	5.6	-3.7	-5.3	-0.3	17.3	9.2

43	Cc1ccccc1Cn1c(CN2CCOCC2)nc2c1c(=O)n(C)c(=O)n2C
44	O=C(Nc1cccc(Cl)c1)N1CCN(c2ncccn2)CC1
45	O=C(NCC1CCC2(CCN(Cc3ccccc3F)CC2)O1)c1cccs1 (stereo unspecified)
46	CC(=O)c1cccc(NC(=O)CSc2nccn2C)c1
47	CC1=CC2=NC(=O)/C(=C\c3cc(C)n(-c4ccc(Cl)cc4)c3C)C(=N)N2O1
48	Cc1cccc2nc3c(c(=O)n12)CN(C(=O)Nc1ccccc1)CC3
assay / compound	43	44	45	46	47	48
FBW7 act	-0.3	-0.2	-0.1	0.4	0.2	0.0
TEAD-YAP block	-3.9	-12.2	-3.5	-9.5	13.0	-11.7
GPR151 activ	-0.6	0.9	-0.4	-1.6	0.1	-1.7
MITF inh	-2.2	-4.8	13.5	10.6	3.5	-7.8

49	Cc1ccc2onc(CNC(=O)N(C)C3CCCCC3)c2c1
50	CCOC(=O)c1sc2nc(C)nc(N3CCCCC3C)c2c1C (stereo unspecified)
51	CCOC(=O)c1ccc(NS(=O)(=O)c2ccc(Br)cc2)cc1
52	CCc1ccc(NS(=O)(=O)c2c(C)noc2C)cc1
53	CCN1CCCC1CNC(=O)CN1C(=O)/C(=C\c2cccc(Cl)c2)Oc2ccccc21 (stereo unspecified)
54	COc1ccc(Cl)cc1S(=O)(=O)N(Cc1ccsc1)C1CC1
assay / compound	49	50	51	52	53	54
FBW7 act	0.7	0.1	0.1	0.0	0.6	0.0
TEAD-YAP block	0.3	1.0	1.6	0.4	-4.3	-6.8
GPR151 activ	-4.1	0.4	-0.6	-0.4	-0.4	-1.2
MITF inh	1.7	8.5	5.3	4.0	-20.3	-1.8

55	COc1ccc(CCN(C(=O)c2ccc(Cl)cc2)C2CC(=O)N(c3ccc(Cl)cc3)C2=O)cc1OC (stereo unspecified)
56	COc1cccc(N2C(=O)NC(=O)/C(=C/c3ccc(OC)c4ccccc34)C2=O)c1
57	C=CCOc1ccccc1/C=C1/C(=O)NN(c2ccc(C)cc2)C1=O
58	COCc1ccc(CN2CCCC(CCC(=O)NCc3cccc(OC)c3)C2)o1 (stereo unspecified)
59	CCOC(=O)N1CCN(c2c(NCCN3CCCCC3C)c(=O)c2=O)CC1 (stereo unspecified)
60	CC(C)Oc1ccc(C2CNC(=O)C2)cc1 (stereo unspecified)
assay / compound	55	56	57	58	59	60
FBW7 act	0.0	-0.3	-0.1	0.1	0.1	-0.1
TEAD-YAP block	-5.8	-12.3	2.7	-9.2	4.8	11.5
GPR151 activ	-2.0	-1.2	-0.2	-0.8	1.6	-0.2
MITF inh	0.2	-16.2	-14.0	-6.1	7.3	11.2

An excerpt from above, showing only MITF inh, TEAD-YAP block and GPR151 activ.
item	compound	MITF inh	TEAD-YAP block	GPR151 activ
58	COCc1ccc(CN2CCCC(CCC(=O)NCc3cccc(OC)c3)C2)o1 (stereo unspecified)	-6.1	-9.2	-0.8
59	CCOC(=O)N1CCN(c2c(NCCN3CCCCC3C)c(=O)c2=O)CC1 (stereo unspecified)	7.3	4.8	1.6
60	CC(C)Oc1ccc(C2CNC(=O)C2)cc1 (stereo unspecified)	11.2	11.5	-0.2

Returning to the listing, repeating the 3 entries before the break.
58	COCc1ccc(CN2CCCC(CCC(=O)NCc3cccc(OC)c3)C2)o1 (stereo unspecified)
59	CCOC(=O)N1CCN(c2c(NCCN3CCCCC3C)c(=O)c2=O)CC1 (stereo unspecified)
60	CC(C)Oc1ccc(C2CNC(=O)C2)cc1 (stereo unspecified)
61	CN(C(=S)NCc1cccs1)c1ccc(O)cc1
62	O=C(CCNc1c(N2CCCC2)c(=O)c1=O)NC1CCCCCC1
63	O=C(O)c1cccc(NS(=O)(=O)c2ccc(F)c(F)c2)c1
64	Cc1cccc(Oc2nc3ccccn3c(=O)c2/C=C(\C#N)C(N)=O)c1
65	O=C(Cc1cccs1)Nc1ccc(O)cc1C(=O)O
66	CC(C)(C)C(=O)/C=C/Nc1cccc([N+](=O)[O-])c1
assay / compound	58	59	60	61	62	63	64	65	66
FBW7 act	0.1	0.1	-0.1	0.0	-0.4	0.2	0.2	-0.2	0.1
TEAD-YAP block	-9.2	4.8	11.5	-1.2	-3.9	3.6	7.4	-12.5	-7.9
GPR151 activ	-0.8	1.6	-0.2	-0.3	7.2*	-1.2	-6.2	-1.0	0.1
MITF inh	-6.1	7.3	11.2	-3.2	0.6	-3.0	6.4	1.3	16.4

67	COc1cccc(C(=O)CSc2nnc(-c3cc(OC)c(OC)c(OC)c3)o2)c1
68	Cc1ccc(C(NC(=O)c2ccccc2)c2ccc3cccnc3c2O)cc1 (stereo unspecified)
69	COC1=C(Nc2cccc(C(=O)O)c2)C(=O)c2ccccc2C1=O
70	CC(C)(CNC(=S)Nc1ccc(F)c(Cl)c1)N1CCOCC1
71	O=S(=O)(c1ccccc1)N1CCn2c(nc3ccccc32)C1
72	COc1ccc(C2/C(=C(\O)c3ccccc3)C(=O)C(=O)N2c2ccc(O)cc2)cc1OC (stereo unspecified)
assay / compound	67	68	69	70	71	72
FBW7 act	0.5	-0.1	-0.2	0.2	-0.1	-0.2
TEAD-YAP block	10.4	24.5	-29.2	5.1	-13.4	-8.9
GPR151 activ	-1.1	-1.5	-1.1	-1.0	-1.0	-0.1
MITF inh	15.6	6.3	-3.3	-10.0	1.3	-1.3

73	COc1ccc(NC(=O)Oc2ccc([N+](=O)[O-])cc2)cc1
74	Cc1ccc(C(=O)NCC(=O)OCC(=O)N(C2CCCCC2)C2CCCCC2)s1
75	COc1cccc2sc(NC(=O)c3ccc(S(=O)(=O)N4CCCCC4)cc3)nc12
76	CCOc1ccc(-n2c(=S)sc3c(=O)n(-c4ccccc4C)c(SCC(=O)NC4CCCC4)nc32)cc1
77	COC(=O)c1cc(Cl)c(NC(=O)COc2ccc(C)cc2C(C)(C)C)cc1OC
78	Cc1ccc(OCC(=O)N/N=C\c2ccc[nH]2)cc1
79	CCOC(=O)c1c(-c2ccc(Br)cc2)csc1NC(=O)c1ccc(F)cc1
80	Nc1ccc2oc(-c3ccc(O)c(Br)c3)nc2c1
assay / compound	73	74	75	76	77	78	79	80
FBW7 act	-0.1	0.0	0.1	0.0	0.0	0.8	0.0	0.5
TEAD-YAP block	-39.6	0.9	11.4	2.6	8.4	-3.0	1.5	59.0*
GPR151 activ	0.4	-0.5	0.4	0.6	1.3	0.0	1.6	-10.4
MITF inh	3.8	4.5	1.3	8.8	-9.4	6.2	-3.2	0.6
